RECQ1 inh: RECQ1 (human) helicase inhibition | Potency, µM (titrated, usually from 57.3 µM), without a hit: at the top dose activity, negative = inhibition, actives largely listed as inhibitors | AID 2549 | RECQ1 DNA unwinding, red fluorescence kinetic read | hit rate 0.54% among 240,000 | P46063;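 also: plate controls were vehicle for no effect and no enzyme for full effect; nearly all actives have a fitted effect of over 30% in size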
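50 nM RECQ1T1 preincubated 15 min with compound in Tris pH 8.0 buffer with MgCl2, DTT, Tween-20 and 2.5 ug/ml poly(dI-dC); started with 200 nM TAMRA/BHQ-2 forked duplex and 2 mM ATP. Unwinding read as fluorescence (525/598 nm), two reads 2 h apart.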
TRb SRC2 PPI: inhibitors of human thyroid hormone receptor beta-SRC2 interaction; AID 1469; P10828; TRbeta-SRC2 peptide binding, fluorescence polarization; receptor liganded with 1 µM T3; Potency, µM (doses to about 106 µM), without a hit: top-dose activity change, negative = inhibition, usual class: inhibitors; hit rate 0.065% among 280,000;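 also: plate controls were bound peptide for no effect and peptide without receptor for full effect; nearly all actives have a fitted effect of over 50% in size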
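A fluorescence polarization screen tested compounds at multiple concentrations against complex formation between 0.6 uM TRb ligand-binding domain and 20 nM Texas Red SRC2 peptide, with 1 uM T3 present; readout after 5 hr.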
RGS12 GoLoco inh: RGS12 GoLoco-Gai1 interaction inhibition | Gai1:RGS12 GoLoco peptide FP, rhodamine, 10 min | Potency, µM (top dose mostly 61.6 µM), for the others: at the top dose activity, negative = inhibition, usual class: inhibitors | hit rate 0.44% among 230,000 | AID 880; active = well fitted inhibition curve with a large enough effect, not every such curve was filed as active; inactive = no such curve, though single readings can be large or run the other way; also: nearly all actives have a fitted effect of over 30% in size; many of its hits are not listed in these tables
Tau ThT inhib: tau fibrillization inhibition (ThT binding). P10636. recombinant tau K18 P301L (four-repeat tau fragment), heparin-induced fibrillization, ThT fluorescence. Potency, µM (titrated, usually from 57.4 µM), for the others: at the highest dose activity, negative = inhibition, most hits filed as inhibitors. hit rate 2.1% among 270,000; also: nearly all actives have a fitted effect of over 55% in size
Target sequence (P10636 561-689 P618L limits assumed): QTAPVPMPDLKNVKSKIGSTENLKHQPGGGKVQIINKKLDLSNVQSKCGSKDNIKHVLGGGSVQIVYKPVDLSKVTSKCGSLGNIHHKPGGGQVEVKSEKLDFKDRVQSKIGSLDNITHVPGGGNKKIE
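Aggregation was driven by heparin (20 uM final) acting on recombinant tau […] bearing P301L in 100 mM sodium acetate pH 7; fibrils were detected with Thioflavin T.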
L3MBTL1 block: blocks human L3MBTL1 | Q9Y468 | AlphaScreen L3MBTL1–H3K9me1 peptide binding | Potency, µM (top dose mostly 57.1 µM), inactives show top-dose activity, negative = inhibition, hits mostly inhibitors | hit rate 0.66% among 230,000; also: nearly all actives have a fitted effect of over 60% in size
Target sequence (Q9Y468 whole entry, looked up): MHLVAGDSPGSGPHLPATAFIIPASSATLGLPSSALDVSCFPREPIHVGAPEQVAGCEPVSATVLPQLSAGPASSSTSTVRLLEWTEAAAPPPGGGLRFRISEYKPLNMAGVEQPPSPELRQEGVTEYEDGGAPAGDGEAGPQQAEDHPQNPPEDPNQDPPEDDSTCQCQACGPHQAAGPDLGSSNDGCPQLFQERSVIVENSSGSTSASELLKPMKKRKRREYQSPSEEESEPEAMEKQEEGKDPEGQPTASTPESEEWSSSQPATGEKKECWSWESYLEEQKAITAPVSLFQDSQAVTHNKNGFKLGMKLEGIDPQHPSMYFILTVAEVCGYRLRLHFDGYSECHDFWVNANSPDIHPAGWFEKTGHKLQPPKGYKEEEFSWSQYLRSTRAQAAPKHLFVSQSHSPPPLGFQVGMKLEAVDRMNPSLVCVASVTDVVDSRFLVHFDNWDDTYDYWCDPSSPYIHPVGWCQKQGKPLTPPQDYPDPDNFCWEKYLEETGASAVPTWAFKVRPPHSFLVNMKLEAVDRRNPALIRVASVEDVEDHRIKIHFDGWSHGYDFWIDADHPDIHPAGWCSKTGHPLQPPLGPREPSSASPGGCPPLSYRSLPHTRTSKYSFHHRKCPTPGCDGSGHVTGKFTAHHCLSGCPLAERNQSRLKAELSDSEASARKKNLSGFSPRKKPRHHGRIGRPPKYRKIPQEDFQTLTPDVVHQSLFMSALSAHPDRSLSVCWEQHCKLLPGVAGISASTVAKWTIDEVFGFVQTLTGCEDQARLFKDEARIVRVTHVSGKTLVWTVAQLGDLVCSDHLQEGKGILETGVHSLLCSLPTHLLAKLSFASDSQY
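L3MBTL1 50 nM + b-AHA-H3(1-15)K9me1 75 nM, 30 min RT; compound added, 30 min RT; streptavidin donor/Ni-chelate acceptor beads 10 ug/mL each final, 30 min RT dark; AlphaScreen read.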
Tau fibril FP: tau fibrillization inhibition (FP); K18 P301L tau heparin fibrillization, Alexa594 FP, 6 h; Potency, µM (titrated, usually from 57.7 µM), inactives show top-dose activity, negative = inhibition, most hits filed as inhibitors; hit rate 0.39% among 280,000; AID 1468; also: nearly all actives have a fitted effect of over 55% in size
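Read-out: fluorescence polarization of Alexa 594-labeled tau (0.24 uM), 555 nm excitation, 632 nm emission. Mixtures held 15 uM unlabeled K18 P301L, compound and 20 uM heparin, pH 7 acetate buffer, incubated 6 hr at 37 C.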
TR SRC2 fluor cs: alters Texas Red total fluorescence, flagging assay interference; TRb/SRC2 Texas Red total fluorescence interference; Potency, µM (highest dose often 106 µM), inactives show at the highest dose fluorescence change, negative = quenching; hit rate 0.29% among 280,000; active = well fitted curve in either direction with a large enough effect; inconclusive = small, poorly fitted or top-dose-only effect
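Human TRb ligand-binding domain at 0.6 uM with 20 nM Texas Red SRC2 peptide in Tris buffer containing 1 uM T3 and 5% DMSO, incubated with compound 5 h at ambient temperature. Total fluorescence (555/632 nm) calculated as parallel + 2 × perpendicular.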
JMJD2E inh: blocks human JMJD2E demethylase activity | JMJD2E catalytic domain, FDH-coupled NADH fluorescence (FDH is formaldehyde dehydrogenase) | Potency, µM (titrated, usually from 57.1 µM), for inactives: at the top dose activity change, negative = inhibition, actives largely listed as inhibitors | hit rate 1.6% among 230,000 | AID 2147; active = well fitted inhibition curve with a large enough effect, not every such curve was filed as active; inconclusive = small, poorly fitted or top-dose-only effect, or another doubt; inactive = no such curve, though single readings can be large or run the other way;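 also: 0% = wells with enzyme and -100% = buffer wells without enzyme; nearly all actives have a fitted effect of over 50% in size; many of its hits are not listed in these tables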
The depositor's hits bear a star; i = inactive; ? = inconclusive; / = no result given; [ ] = remark or other dose. Unless noted, calls follow the shape of the dose curve; as a rule, active = well fitted curve in the direction sought with a large enough effect; inconclusive = small, poorly fitted or top-dose-only effect, or another doubt; inactive = no such curve, though single readings can be large; an effect the other way counts as inactive or inconclusive. Unless noted, % is scaled to controls: 0 for no effect and ±100 for the full control effect; potency is read from the fitted curve at half-maximal effect. The list is partial (hit frequency here may not be typical).

#	compound	Tau ThT inhib	TR SRC2 fluor cs	JMJD2E inh	L3MBTL1 block	RGS12 GoLoco inh	RECQ1 inh	TRb SRC2 PPI	Tau fibril FP
1	CC(=O)Nc1cccc(OCc2ccc(S(=O)(=O)Cc3ccccc3)cc2)c1	3%	-6%	9%	22%	9%	i	-2%	2%
2	Fc1ccc(Cc2nnc(-c3cccs3)o2)cc1	-4%	-4%	-12%	?	7%	-10%	2%	-1%
3	O=C(NC(=S)Nc1ccc(S(=O)(=O)Nc2nccs2)cc1)c1ccc(Br)o1	-5%	-6%	-3%	/	6%	-11%	-3%	2%
4	O=C(CCC1CCCCC1)NCc1ccncc1	1%	-7%	-3%	3%	2%	-14%	-7%	-5%
5	CN(C)S(=O)(=O)c1ccc(Cl)c(NC(=O)CN2CCNC(=O)C2)c1	2%	-2%	0%	-1%	7%	-12%	-6%	3%
6	COc1cccc(C(=O)Nc2cc(=O)n(C)c(=O)n2C)c1	0%	-2%	5%	/	3%	i	-1%	0%
7	COc1ccc(N2CCN(C(=O)CNS(=O)(=O)c3ccc(Br)s3)CC2)cc1	?	-5%	/	/	/	/	2%	7%
8	O=C(Cc1ccc(Cl)cc1)Nc1ccc(CN2CCCCC2)cc1	-1%	-3%	4%	3%	i	-12%	-1%	-9%
9	CCOc1ccc(C(=O)Nc2ccc(N3CCN(C(C)=O)CC3)cc2)cc1[N+](=O)[O-]	?	1%	1%	7%	7%	i	-1%	14%
10	COc1ccc(OC)c(C(=O)CN2CCN(S(=O)(=O)c3ccc(Br)cc3)CC2)c1	-17%	0%	?	-2%[11.4 µM]	78%[activator]	11%	-6%	8%
11	Cc1noc(C)c1C(=O)OCC(=O)Nc1cccc(S(=O)(=O)N(C)C)c1	-6%	-1%	-2%	0%	-5%	-1%	12%	12%
12	Cn1c2ccc(F)cc2c2ncn(CCN3CCOCC3)c(=O)c21	0%	2%	?	2%	5%	-10%	-4%	5%
13	O=C(Cn1cnc2cc([N+](=O)[O-])ccc2c1=O)Nc1ccccc1Cl	?	-2%	-10%	10%	3%	-7%	-5%	8%
14	Cc1cc(C)nc(-n2nc(C)cc2NC(=O)CNC(C)c2ccccc2)n1 (stereo unspecified)	-2%	-6%	-2%	-3%	-1%	-1%	-3%	0%
15	COc1ccc(NC(=O)CSc2nnc(NC(C)=O)s2)c([N+](=O)[O-])c1	-2%	-1%	?	-7%	3%	i	6%	5%
16	CCC(CC)c1nnc(NC(=O)c2cccnc2SC)s1	0%	-3%	-16%	-3%	-7%	1%	-5%	0%
17	CC(C)Cn1[nH]c2c3c(ccc2c1=O)C(=O)c1ccccc1C3=O	14µM*	-4%	11%	-24%	2%	0%	10%	4%
18	COc1ccc(NC(=O)c2cc(S(=O)(=O)N3CCCCC3)c[nH]2)cc1Cl	6%	-2%	/	-1%	/	/	1%	-10%
19	CCCn1ncc(CN2CCC(CO)(Cc3ccc(OC)cc3)CC2)c1C	-2%	-2%	-1%	2%	-3%	-4%	-4%	11%
20	Cc1oncc1C(=O)NC1CCCCC1	4%	-3%	1%	10%	-2%	i	-4%	6%
21	O=C(CC1SC(=O)N(Cc2cccc3ccccc23)C1=O)Nc1nccs1 (stereo unspecified)	3%	-2%	5%	-3%	6%	-7%	3%	-9%
22	CCN1CCN(C(c2cccs2)C(C)NS(=O)(=O)c2ccc(C)cc2)CC1 (stereo unspecified)	-2%	-1%	7%	/	-1%	-1%	0%	2%
23	O=C(Nc1ccccc1)C1C2CCC3C(CCC21)C3(Cl)Cl (stereo unspecified)	-3%	-3%	-3%	9%	-2%	-14%	-9%	-3%
24	Fc1ccccc1COc1ccc(Br)cc1CNCC1CCCO1 (stereo unspecified)	5%	0%	13%	8%	5%	i	0%	6%
25	CCn1c(=O)c2sccc2n2c(CCCC(=O)N3CCN(c4ccc(F)cc4)CC3)nnc12	1%	-2%	/	/	/	/	-1%	-1%
26	Cc1ccc(S(=O)(=O)Nc2ccc(Br)cc2C(NCC(=O)O)c2ccccc2)cc1 (stereo unspecified)	-2%	8%	-2%	10%	0%	-2%	-3%	4%
27	O=C(CNC(=O)c1ccc(Br)cc1)OCc1cc([N+](=O)[O-])cc2c1OCOC2	-11%	-1%	-5%	-5%	-2%	-4%	2%	-2%
28	CN(c1ccc(C(=O)NCCSCc2ccc(Cl)cc2)cc1)S(=O)(=O)c1ccccc1	2%	-2%	-4%	21%	-8%	-1%	-6%	5%
29	Cc1ccc(-c2nc3c(c(SCC(=O)Nc4ccccc4Cl)n2)Cc2c(CO)cnc(C)c2O3)cc1	2%	-2%	/	/	/	/	-2%	1%
30	O=[N+]([O-])c1cc(S(=O)(=O)Nc2ccccc2)ccc1-n1nnc2ccccc21	?	-2%	0%	-8%	16%	-17%	-3%	4%

Complete entries from above:
`Fc1ccccc1COc1ccc(Br)cc1CNCC1CCCO1` (stereo unspecified) in the list: Tau ThT inhib: 5%; TR SRC2 fluor cs: 0%; JMJD2E inh: 13%; L3MBTL1 block: 8%; RGS12 GoLoco inh: 5%; RECQ1 inh: i; TRb SRC2 PPI: 0%; Tau fibril FP: 6%
`COc1ccc(N2CCN(C(=O)CNS(=O)(=O)c3ccc(Br)s3)CC2)cc1` in the list: Tau ThT inhib: ?; TR SRC2 fluor cs: -5%; JMJD2E inh: /; L3MBTL1 block: /; RGS12 GoLoco inh: /; RECQ1 inh: /; TRb SRC2 PPI: 2%; Tau fibril FP: 7%

Other records.
#	compound	Tau ThT inhib	TR SRC2 fluor cs	JMJD2E inh	L3MBTL1 block	RGS12 GoLoco inh	RECQ1 inh	TRb SRC2 PPI	Tau fibril FP
31	COc1ccc(/C=N/NC(=O)CCn2nc(C)cc2C)cc1	-12%	-1%	8%	-4%	-3%	2%	9%	-2%
32	Fc1ccc(C(CCCn2nnc(-c3cccnc3)n2)c2ccc(F)cc2)cc1	-11%	1%	0%	13%	6%	-16%	-4%	-1%
33	COc1ccc(/C=N/n2c(-c3ccc(C)cc3)n[nH]c2=S)cc1OC	2%	1%	-10%	1%	2%	-4%	3%	-7%
34	O=C(CSc1nccc(=O)[nH]1)Nc1cccc(S(=O)(=O)N2CCOCC2)c1	-11%	-3%	-17%	/	9%	i	5%	0%
35	COc1ccc(CNC(=O)C(C)N(Cc2ccco2)C(=O)c2snc(C(N)=O)c2N)cc1 (stereo unspecified)	-18%	1%	?	-9%	46%[activator]	7%	1%	-6%
36	CCC(=O)N1CCc2cc(Br)cc(S(=O)(=O)N3CCCC(C(=O)Nc4ccc(OC)c(Cl)c4)C3)c21 (stereo unspecified)	6%	-5%	/	/	/	/	0%	0%
37	CC(C)(C)NC(=O)C1Cc2ccccc2CN1 (stereo unspecified)	3%	1%	2%	4%	4%	-15%	3%	1%
38	CCOC(=O)c1c(S(=O)(=O)N2CCCC(C(=O)Nc3cc(C)ccn3)C2)c(C)n(C)c1C (stereo unspecified)	-10%	-2%	/	/	/	/	-5%	1%
39	c1ccc(-c2nnc3sc(Cc4cccs4)nn23)cc1	-14%	-1%	4%	-11%	33%[activator]	2%	-5%	8%
40	CC(CCc1ccccc1)NC(=O)/C=C/c1ccccc1 (stereo unspecified)	-14%	-2%	5%	3%	25%	-4%	1%	-8%
41	Cc1ccc(Oc2c(C(F)(F)F)oc3c(CN4CCC(C)CC4)c(O)ccc3c2=O)cc1	-4%	-4%	/	/	/	/	-4%	-6%
42	Cc1cccc(NC(=O)C2CCN(S(=O)(=O)c3ccc4c(c3)CCCC(=O)N4)CC2)c1	-3%	2%	/	/	/	/	2%	-9%
43	Cc1ccc(CSc2oc(-c3cccs3)nc2S(=O)(=O)c2ccc(C)cc2)cc1	-9%	2%	/	/	/	/	9%	-13%
44	CCCn1c(C2CC(=O)N(c3ccc(C)cc3)C2)nc2ccccc21 (stereo unspecified)	-1%	-3%	11%	6%	11%	9%	-2%	-4%
45	Cn1cnc(S(=O)(=O)Nc2ccccc2N2CCOCC2)c1	-9%	-5%	-2%	1%	-6%	-1%	-3%	8%
46	CCCC(C)C(=O)Nc1ccccc1C(=O)OCC (stereo unspecified)	-13%	-6%	?	/	0%	-8%	-1%	-8%
47	O=C(CSc1nnc(CNC(=O)c2c(F)cccc2Cl)o1)Nc1ccc2c(c1)OCCO2	?	-3%	0%	/	0%	-8%	-9%	-10%
48	CCOC(=O)c1cc2c(nc1N)CC(C)(C)OC2	-4%	2%	?	7%	-5%	-3%	2%	0%
49	Cc1cc(C)nc(SCC(=O)N/N=C/c2cccs2)n1	0%	-1%	6%	-1%	0%	-2%	-1%	5%
50	COc1cccc(-c2csc(NC(=O)Oc3ccccc3)n2)c1	-18%	-3%	1%	-14%	-13%	-6%	0%	1%
51	Nc1cc(N)nc(SCC(=O)NCc2ccco2)n1	-3%	0%	4%	/	-6%	-2%	3%	0%
52	COc1ccc(S(=O)(=O)NC(C)C)cc1C(=O)NC1CCCCC1	1%	0%	3%	0%	-7%	-7%	-3%	5%
53	COc1ccc(NC2CC(=O)N(C)C2=O)cc1 (stereo unspecified)	?	3%	?	/	-29%	-10%	-14%	1%
54	CCN(CC)CCOC(=O)c1ccc(NC(=O)C(C)NC(=O)C23CC4CC(CC(C4)C2)C3)cc1 (stereo unspecified)	6%	0%	-2%	3%	9%	-3%	-2%	-1%
55	CN(/N=C/c1ccncc1)C1=NS(=O)(=O)c2ccccc21	-8%	-2%	4%	-5%	-1%	-3%	1%	6%
56	Cc1nc(C)c2c(=O)cc(-c3ccccc3)[nH]c2n1	-4%	3%	-25%	/	-10%	-10%	-15%	-1%
57	CCOc1ccc(CNC(=O)CCn2c(=O)oc3ccccc32)cc1	-5%	-1%	5%	-27%	-24%	4%	-3%	-9%
